# Source: PubChem (National Center for Advancing Translational Sciences (NCATS))
# Tb PGK inh = T. brucei PGK inhibition; PGK/GAPDH coupled, Kinase-Glo luminescence, 60 min; 380,000 tested, 0.043% active; P07378; AID 602233; Potency, µM (doses to about 57.5 µM), without a hit: at the top dose activity change, negative = inhibition, hits mostly inhibitors; also: potency is read from the fitted curve at half-maximal effect; % is scaled to controls: 0 for no effect and ±100 for the full control effect; nearly all actives have a fitted effect of over 60% in size
#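 Recombinant glycosomal PGK reaction used 1,3-bisphosphoglycerate generated in-well by GAPDH (100nM final) in 100mM TEA pH 7.6, 5mM MgCl2, 0.01% Tween-20. After 60 minutes at room temperature, ATP was read by Kinase-Glo Plus luminescence end-point.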
# JMJD2A Tudor = blocks the human JMJD2A Tudor domain; AlphaScreen JMJD2A-Tudor / H3K4me3 peptide binding; 390,000 tested, 4.4% active; Potency, µM (highest dose often 114 µM), without a hit: top-dose activity change, negative = inhibition, most hits filed as inhibitors; O75164; AID 504339; also: potency is read from the fitted curve at half-maximal effect; % is scaled to controls: 0 for no effect and ±100 for the full control effect; nearly all actives have a fitted effect of over 50% in size
# Pin1 inhibitor = inhibitors of human Pin1. Potency, µM (series often up to 115 µM), without a hit: top-dose activity, negative = inhibition, actives largely listed as inhibitors. Pin1 FP peptide displacement, HiFluor488, 10 min. 390,000 tested, 0.009% active. AID 504891; active = well fitted inhibition curve with a large enough effect in the polarisation, with a control signal flat, not every such curve was filed as active; inconclusive = small, poorly fitted or top-dose-only effect, or effect the other way, or a change in a side signal; inactive = no such curve, though single readings can be large or run the other way; the % refers to the polarisation; also: potency is read from the fitted curve at half-maximal effect; % is scaled to controls: 0 for no effect and ±100 for the full control effect
# GLS inh = glutaminase GLS (human) inhibition; O94925; AID 624170; 410,000 tested, 0.21% active; Potency, µM (doses to about 45.5 µM), for inactives: top-dose activity change, negative = inhibition, usual class: inhibitors; GLS enzymatic activity, qHTS titration; also: potency is read from the fitted curve at half-maximal effect; % is scaled to controls: 0 for no effect and ±100 for the full control effect
#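 Glutamate formation by hKGA was monitored fluorometrically using coupled glutamate oxidase, HRP and Amplex Red. Substrate was added as 1 mM L-glutamine solution; incubation was 30 min at RT after an initial read.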
# G9a inh = blocks human histone lysine methyltransferase G9a; 350,000 tested, 8.8% active; G9a H3K9 monomethylation, AlphaScreen, 2 h; Q96KQ7; Potency, µM (doses to about 102 µM), without a hit: top-dose activity, negative = inhibition, most hits filed as inhibitors; also: potency is read from the fitted curve at half-maximal effect; % is scaled to controls: 0 for no effect and ±100 for the full control effect; nearly all actives have a fitted effect of over 75% in size
#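 Methyltransferase reactions run at room temperature for 2 h (20 nM enzyme, 500 nM biotin-H3K9 peptide, 20 uM SAM) after a 15 min compound preincubation; product detected by AlphaScreen beads and anti-H3K9me1 antibody.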
# BAZ2B block = blocks human BAZ2B | AlphaScreen BAZ2B-H3K14Ac peptide displacement | Potency, µM (titrated, usually from 114 µM), for the others: at the top dose activity change, negative = inhibition, usual class: inhibitors | 360,000 tested, 4.4% active | AID 504333; also: potency is read from the fitted curve at half-maximal effect; % is scaled to controls: 0 for no effect and ±100 for the full control effect; nearly all actives have a fitted effect of over 60% in size
#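 AlphaScreen luminescence quantifies BAZ2B engagement of H3K14Ac peptide; the protein and biotinylated peptide are both at 50 nM final, buffer PBS pH 7.4 with 0.01% Tween-20, all steps at room temperature.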
# HP1b binding inh = inhibitors of HP1-beta chromodomain binding to methylated histone tails. P83916. AlphaScreen HP1-beta / biotin-H3K9me3 peptide binding. Potency, µM (titrated, usually from 114 µM), for inactives: top-dose activity change, negative = inhibition, hits mostly inhibitors. 390,000 tested, 0.56% active. AID 540317; also: potency is read from the fitted curve at half-maximal effect; nearly all actives have a fitted effect of over 70% in size; inactives centre near 23
#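 Compound inhibition of the preformed complex between 50 nM HP1-beta and 50 nM biotinylated H3K9me3 peptide was read by AlphaScreen. Buffer was PBS pH 7.4 with 0.01% Tween-20. Incubations ran 30 min at room temperature, with 10 ug/mL donor/acceptor beads.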
# ERG Ets-DNA blk = blocks human ERG Ets domain binding to DNA | P11308 | fluorescence polarization, His-ERG Ets domain / labelled DNA | Potency, µM (series often up to 76.9 µM), without a hit: top-dose FP activity, negative = inhibition, usual class: inhibitors | 370,000 tested, 0.028% active | AID 624246; active = well fitted inhibition curve with a large enough effect in the polarisation, with a control signal flat; inconclusive = small, poorly fitted or top-dose-only effect, or effect the other way, or a change in a side signal; inactive = no such curve, though single readings can be large or run the other way; the % refers to the polarisation;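 also: polarization taken with two DNA probes labelled with fluorescein and Texas red; potency is read from the fitted curve at half-maximal effect; % of control where 0% means no effect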
# Target sequence (P11308 whole entry, looked up, the tested form may be a part): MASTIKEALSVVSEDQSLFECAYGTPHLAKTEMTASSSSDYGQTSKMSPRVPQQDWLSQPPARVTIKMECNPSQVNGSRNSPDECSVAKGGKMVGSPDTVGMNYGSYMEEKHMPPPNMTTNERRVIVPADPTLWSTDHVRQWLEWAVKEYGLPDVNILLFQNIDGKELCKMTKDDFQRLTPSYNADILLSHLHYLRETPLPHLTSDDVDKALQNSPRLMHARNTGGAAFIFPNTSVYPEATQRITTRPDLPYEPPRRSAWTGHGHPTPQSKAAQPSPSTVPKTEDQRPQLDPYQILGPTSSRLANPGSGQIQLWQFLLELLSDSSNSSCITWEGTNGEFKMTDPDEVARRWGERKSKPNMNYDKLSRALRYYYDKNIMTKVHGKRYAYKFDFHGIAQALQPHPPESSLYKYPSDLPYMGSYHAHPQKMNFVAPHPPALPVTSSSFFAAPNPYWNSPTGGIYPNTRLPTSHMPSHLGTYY
#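 His-tagged ERG Ets domain (1 uM in the protein solution; 300mM KCl, 50mM Tris-HCl, 1mM EDTA, 1mM DTT, pH 7.5) received compound, then a probe mix of 5 nM fluorescein-DNA and 100nM Texas-615-DNA. Fluorescence polarization was read for both dyes.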
# PI4K2A inh = blocks human PI4K2A kinase activity | Q9BTU6 | purified PI4K2A, ADP-Glo luminescence, 1 h; active compounds read low | activity change, negative = inhibition, % at 76.9 µM | 420,000 tested, 0.13% active; in the data active = activity change below about -50%; inconclusive = mostly about -30% to -49%;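 also: -100% = wells without enzyme as full effect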
# Target sequence (Q9BTU6 whole entry, looked up): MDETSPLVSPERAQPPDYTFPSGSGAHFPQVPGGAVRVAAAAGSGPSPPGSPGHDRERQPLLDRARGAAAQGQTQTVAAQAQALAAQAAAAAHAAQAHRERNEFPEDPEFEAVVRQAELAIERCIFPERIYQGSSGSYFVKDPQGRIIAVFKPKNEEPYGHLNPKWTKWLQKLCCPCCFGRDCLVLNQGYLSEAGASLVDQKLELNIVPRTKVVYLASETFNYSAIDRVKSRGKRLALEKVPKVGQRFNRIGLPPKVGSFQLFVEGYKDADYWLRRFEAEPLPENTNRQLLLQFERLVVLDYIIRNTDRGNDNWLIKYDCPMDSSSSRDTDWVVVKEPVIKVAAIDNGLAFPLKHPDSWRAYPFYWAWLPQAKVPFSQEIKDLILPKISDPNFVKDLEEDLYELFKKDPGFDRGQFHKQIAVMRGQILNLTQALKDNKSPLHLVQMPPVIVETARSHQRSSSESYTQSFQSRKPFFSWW
#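 In this quantitative HTS, ADP production by PI4K2A was quantified luminescently after 1 h at ambient temperature; 100 microM adenosine served as plate-quality control.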
# * hit, by the source's call; i = inactive; ? = inconclusive; · = no result given; & = joins results of further samples; [ ] = dose if it differs, or a comment. Unless noted, calls follow the shape of the dose curve; as a rule, active = well fitted curve in the direction sought with a large enough effect; inconclusive = small, poorly fitted or top-dose-only effect, or another doubt; inactive = no such curve, though single readings can be large; an effect the other way counts as inactive or inconclusive. Outcome played no part in choosing rows; overall some 11% were active at least once.
item	SMILES	HP1b binding inh	JMJD2A Tudor	BAZ2B block	ERG Ets-DNA blk	G9a inh	Pin1 inhibitor	Tb PGK inh	GLS inh	PI4K2A inh
1	O=C(CCCC(=O)N(c1ccc(F)cc1)C(C(=O)NC1CCCC1)c1ccc(O)cc1)Nc1ccccn1 (stereo unspecified)	-5%	-7%	-3%	4%	-10%	-15%	-1%	-9%	3
2	COC(=O)c1sccc1NS(=O)(=O)c1ccc(OC)cc1	28%	-15%	2%	·	-9%[59 µM]	1%	1%	2%	0
3	COC(=O)c1cccc(NC(=O)/C=C/c2ccc3c(c2)OCO3)c1	28%	6%	-3%	3%	12%	?	-9%	2%	-2
4	CN1CCN(C(=O)c2ccc3c(c2)S(=O)(=O)c2ccccc2C3=O)CC1	24%	-4%	-3%	14%	-7%	-1%	-2%	-4%	-1
5	Cc1ccc(O)c(/C=N/NC(=O)CN2CCCC2)c1	55%[activator]	71µM*	50µM*	0%	27%	0%	-7%	21%	0
6	O=C(NC(=S)NNC(=O)c1ccccc1O)c1ccc([N+](=O)[O-])cc1	-3%	?	1%	-4%	-9%	5%	-6%	18%	2
7	C=CCOc1ccc(C2OC34CCCCC3C(C#N)(C#N)C2(C#N)C(=N)O4)cc1 (stereo unspecified)	45%[activator]	-21%	-3%	?	?	?	-7%	18%	0
8	O=C(Nc1cc([N+](=O)[O-])ccc1N1CCCC1)c1ccccc1	20%	-3%	-11%	-6%	12%[59 µM]	3%	-9%	-9%	2
9	CCN(CC)c1ccc2c(c1)oc(=O)c1c(Cl)cc(=O)oc12	35%	17%	10%	8%	30%[12.7 µM]	?	-14%	38%	?
10	CSc1nnc(NC(=O)c2nc(S(=O)(=O)Cc3ccccc3)ncc2Cl)s1	-2%[57 µM]	16µM*	45µM*	-10%	50µM*	2%	-5%	-7%	-29
11	Cc1cc(=O)[nH]c2nnc(SCc3ccc(Cl)cc3Cl)n12	19%	-17%	-13%	-4%	7%[59 µM]	0%	4%	-10%	-3
12	Cn1c(=O)c2sccc2n2c(CCCC(=O)NC3CCCCC3)nnc12	29%	-15%	?	0%	-28%[59 µM]	6%	3%	-5%	3
13	CCOC(=O)[C@@H]1[C@H]2COc3cc(OC)ccc3[C@@H]2N2C(=O)N(c3ccccc3)C(=O)[C@@]12C	20%	-18%	·	0%	·	-4%	-1%	-2%	3
14	COc1ccc(OC)c(C2CC(=O)N3CN(c4cccc(Cl)c4C)CSC3=C2C#N)c1 (stereo unspecified)	?	18µM*	32µM*	-3%	1.4µM*	4%	-3%	4%	4
15	CCN1CC(C)(C)N(C(=O)c2ccccc2)CC1(C)C	44%	9%	·	14%	·	-10%	-3%	20%	-1
16	COCC(C)NC(=O)c1cnn2c(C(F)F)cc(-c3ccccc3)nc12 (stereo unspecified)	21%	-7%	0%	0%	0%[59 µM]	-3%	-7%	-11%	3
17	Cc1nc(-c2cn[nH]c2)c2cc(C)oc2n1	53%[activator]	-19%	-3%	-1%	-7%	-6%	-4%	9%	0
18	Cc1ccc2nc(C3CCN(C(=O)c4ccco4)CC3)[nH]c2c1	51%[activator]	?	?	2%	56µM*	-2%	i	-4%	9
19	O=C(c1ccccc1Cl)N(Cc1ccc(Br)cc1)N1C(=O)CCCC1=O	31%	-18%	?	-6%	-9%	0%	i	2%	6
20	O=C(/C=C/c1ccc(Cl)cc1)NCCSc1ccccc1	34%	-10%	7%	-9%	·	-12%	7%	11%	-1
21	COc1ccc(CC(=O)OCc2cc3ccc(C)cc3[nH]c2=O)cc1	-19%	-2%[11.4 µM]	·	-3%	?	-13%	6%	5%	-4
22	CCN1CCN(C(=O)C23CCC(C)(C(=O)C2Br)C3(C)C)CC1 (stereo unspecified)	40%[activator]	-4%	-17%	9%	·	-1%	3%	11%	0
23	Cc1ccc(C)c(NC(=O)CSc2nnc(CNC(=O)c3ccccc3)n2-c2ccccc2)c1	40%[activator]	-4%	-14%	2%	-5%[59 µM]	1%	i	4%	1
24	O=c1c(Cl)c(N2CCN(c3ccc(F)cc3)CC2)cnn1C12CC3CC(CC(C3)C1)C2	-5%	-33%	?	-3%	-10%[59 µM]	-5%	i	14%	-5
25	O=[N+]([O-])c1cccc(COc2ccccc2CN2CCOCC2)c1	0%	-35%	·	14%	·	-1%	-8%	5%	7
26	O=C(NCc1ccc2c(c1)OCO2)C(=O)NCC1OCCCN1S(=O)(=O)c1ccc(F)cc1 (stereo unspecified)	18%	-2%	-3%	-18%	31%	-6%	-9%	0%	0
27	CCN(CC)Cc1c(O)c(Cl)cc2c(C)c(C)c(=O)oc12	17%	-4%	?	-12%	17%	2%	i	-6%	2
28	COc1ccc(/C=C/C(=O)OCC(=O)Nc2cccc(C(C)=O)c2)cc1	20%	-15%	4%	18%	15%[59 µM]	7%	i	2%	-4
29	CCN(CC)C(=O)Cn1c(=O)nc(-c2ccccc2F)c2cc(Cl)ccc21	4%	-8%	-1%	0%	1%[59 µM]	-9%	-2%	-7%	-1
30	COc1ccc(CC(=O)NCCc2csc(-c3cccc(F)c3)n2)cc1OC	24%[57 µM]	-4%	-4%	5%	9%[59 µM]	4%	6%	-4%	-2
31	CCCn1c(C)cc(C(=O)COC(=O)c2ccc(Cl)c(S(=O)(=O)N3CCCC3)c2)c1C	7%	-12%	7%	-9%	?	9%	i	0%	-1
32	C=CCN1CC(=O)N2C(C)c3[nH]c4ccccc4c3C[C@H]2C1=O (stereo partly specified)	45%[activator]	?	0%	-6%	-7%[2.33 µM]	-7%	·	10%	-4
33	CCc1ccc(C(=O)c2cn(CC(=O)Nc3ccc(C)c(C)c3)c3ccccc3c2=O)cc1	38%	-14%	?	-2%	-30%[59 µM]	13%	10%	-1%	1
34	COC(=O)[C@H](CCSC)NC(=O)Cn1cc(C)c(=O)[nH]c1=O	41%[activator]	-17%	·	-4%	·	0%	4%	20%	-1
35	CCOC(=O)c1ccc(NC(=O)c2nc[nH]c2C(=O)NCCCCNC(=O)c2[nH]cnc2C(=O)Nc2ccc(C(=O)OCC)cc2)cc1	49%[activator]	-5%	-7%	-13%	11%[2.33 µM]	-8%	0%	-11%	6
36	COC(=O)c1sc2ncn(CC(=O)N(C)C3CCCCC3)c(=O)c2c1C	0%	-11%	0%	0%	20%[59 µM]	4%	-4%	4%	0
37	COC(=O)c1cc(Br)c(=O)n(-c2ccc(F)cc2)c1	-11%	-1%[11.4 µM]	4%	2%	3%[59 µM]	-3%	-1%	-23%	3
38	Cc1ccnc(NC(=O)c2ccc(N3C(=O)CCC3=O)cc2)c1	9%	13%[11.4 µM]	12%	-6%	?	-2%	3%	2%	-10
39	O=C(Nc1cccc2cccc(NC(=O)c3ccco3)c12)c1ccco1	1%	-20%	-13%	·	-43%[12.7 µM]	9%	3%[11.5 µM]	22%	-1
40	CCOC(=O)C1=C(C)NC2=C(C(=O)CCC2)C1c1ccc(O)c(OCC)c1 (stereo unspecified)	-10%	?	7%	·	5%[59 µM]	4%	1%	23%	7
41	O=C(c1cc2ccccc2o1)N1CCN(S(=O)(=O)c2cccs2)CC1	26%	0%	13%	-1%	16µM*	9%	4%	4%	-9
42	Cc1cnn(CCC(=O)NNC(=S)Nc2cccc(Cl)c2)c1	42%[activator]	-20%	8%	-2%	50µM*	-8%	i	25%	-1
43	O=C(CSc1nnc(NC(=O)c2ccc(F)cc2F)s1)NC1CCCC1	22%	7%	6%	-7%	35%	-7%	1%	10%	6
44	CCOc1ccc(S(=O)(=O)N2CCC(C(=O)NCc3ccncc3)CC2)cc1Cl	?	0%	1%	6%	-11%	-9%	i	-1%	3
45	COc1ccc(N2CC(C(=O)Nc3nc4ccccc4s3)CC2=O)cc1 (stereo unspecified)	21%	-22%	-4%	-8%	·	0%	-2%	-1%	-7
46	O=C(CCCN1C(=O)/C(=C/c2cccc(Br)c2)SC1=S)Nc1cccnc1	5%	?	-28%	19%	?	8%	-6%	-1%	19
47	CN1C(=O)NC(c2ccc(O)cc2)C2=C1CN(c1cccc3ccccc13)C2=O (stereo unspecified)	48%[activator]	-11%[11.4 µM]	-17%	-5%	15%[59 µM]	-4%	i	-4%	0
48	COc1ccc(/C=C2/SC(c3ccc(C)cc3)=NC2=O)cc1OC	?	50µM*	-32%	10%	2.8µM*	?	-8%	22%	-8
49	Cc1ccc(S(=O)(=O)CCC(=O)OCc2ccc(Cl)cc2)cc1	70%[activator]	23%	43%[activator]	1%	12%[59 µM]	-7%	7%	7%	3
50	COc1ccc(S(=O)(=O)N/N=c2\oc3c(OC)cccc3cc2S(=O)(=O)c2ccc(C)cc2)cc1OC	27%	-26%	2%	-5%	-13%	-2%	-5%	1%	22
51	Cc1ccccc1N1CCN(C(=O)C2CCC(=O)N(C3CCCC3)C2)CC1 (stereo unspecified)	55%[activator]	-14%	-14%[57.1 µM]	-2%	17%	2%	-9%	-1%	0
52	N#C/C(=C\c1ccc(O)c(O)c1)C(=O)NCCCc1ccccc1	?	45µM*	8.9µM*	4%	3.4µM*	-6%	-10%	14%	0&-8
